Keap1-Nrf2 PPI = Keap1-Nrf2 protein-protein interaction inhibitors, primary screen, biochemical, fluorescence polarization, single point; Keap1 Kelch-Nrf2 peptide fluorescence polarization, 1536-well; Kelch-like ECH-associated protein 1 (Homo sapiens), Q14145; 340,000 tested, 0.15% active; inhibition, % at 9.4 µM; in the data active = inhibition above about 12%;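 also: human Keap1 Kelch domain with fluorescein labeled Nrf2 9mer peptide probe; 0% = neutral control wells and 100% = peptide positive control; higher means more block of Keap1 binding to Nrf2 peptide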
Target sequence (Q14145 whole entry, looked up, the tested form may be a part): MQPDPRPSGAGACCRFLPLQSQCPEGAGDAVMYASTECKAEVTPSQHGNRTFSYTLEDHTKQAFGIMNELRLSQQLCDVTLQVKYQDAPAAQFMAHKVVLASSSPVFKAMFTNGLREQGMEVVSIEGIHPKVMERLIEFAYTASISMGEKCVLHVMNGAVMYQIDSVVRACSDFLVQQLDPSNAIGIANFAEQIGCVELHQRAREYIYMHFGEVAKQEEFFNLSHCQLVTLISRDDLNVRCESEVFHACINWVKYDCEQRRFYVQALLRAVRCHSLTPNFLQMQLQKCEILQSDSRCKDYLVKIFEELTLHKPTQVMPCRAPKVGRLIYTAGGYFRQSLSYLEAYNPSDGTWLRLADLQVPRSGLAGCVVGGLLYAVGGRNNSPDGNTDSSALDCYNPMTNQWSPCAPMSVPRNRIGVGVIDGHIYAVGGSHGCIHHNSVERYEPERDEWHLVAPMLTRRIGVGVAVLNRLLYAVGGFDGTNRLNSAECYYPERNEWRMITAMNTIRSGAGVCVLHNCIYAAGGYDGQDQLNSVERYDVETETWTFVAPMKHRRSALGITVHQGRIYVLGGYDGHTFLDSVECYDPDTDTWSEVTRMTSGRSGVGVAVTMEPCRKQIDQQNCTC
LANA DNA inh = inhibitors of KSHV C-LANA binding to DNA, primary screen, biochemical, fluorescence polarization, FAM-LBS DNA, MBP-C-LANA, single point; Kaposi's sarcoma herpesvirus LANA C-terminal domain (residues 932-1162) DNA binding; inhibition, % at 9 µM; 340,000 tested, 0.078% active; AID 504423, 2011;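 active = highest replicate inhibition at or above 60% at 9 µM, even if other replicates fall short; inactive = all replicates below 60% inhibition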;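 also: 0% = neutral control wells and 100% = 4 µM acridine orange control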
DAGLB inhibitor = DAGLB lipase inhibitors, primary screen, biochemical, fluorescence, HTS; 340,000 tested, 0.059% active; AID 504411, 2011; Diacylglycerol lipase-beta (Homo sapiens), Q8NCG7; HEK293T DAGLB membrane lysate, EnzChek fluorogenic substrate; inhibition, % at 5.17 µM; in the data active = inhibition above about 34%;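 also: 0% = enzyme with vehicle and 100% = wells lacking enzyme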
CAL PDZ FP-1 = untagged CAL PDZ binding inhibitors, primary screen, biochemical, fluorescence polarization, HTS | 300,000 tested, 0.92% active | Golgi-associated PDZ and coiled-coil motif-containing protein (Homo sapiens), Q9HD26 | purified CAL PDZ, TMR-peptide fluorescence polarization, 1 h | inhibition, % at 24.9 µM | AID 602252, 2012;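 active = mean inhibition of at least 30% with at least half of replicates also reaching 30%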;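 also: 0% = DMSO neutral control and 100% = excess unlabeled competitor peptide PRC23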
cardiac RTF act = cardiac RTF calcium sensitivity activators, primary screen, biochemical, IANBD-TnC fluorescence, EC20 calcium; 340,000 tested, 0.24% active; AID 493008, 2010; IANBD-labeled TnC RTF fluorescence at EC20 calcium; 0% EC20 calcium, 100% full calcium; activation, % at 7.2 µM; Troponin I, cardiac muscle (Homo sapiens) + Troponin T, cardiac muscle (Homo sapiens) + …;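 active = activation above the mean over all tested compounds plus 3 SD, cut at about 30% in these data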;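 also: rise in fluorescence read as greater calcium sensitivity of cardiac thin filaments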
Cardiac RTF inh = cardiac RTF calcium sensitivity inhibitors, primary screen, biochemical, IANBD-TnC fluorescence, EC70 calcium; Troponin I, cardiac muscle (Homo sapiens) + Troponin T, cardiac muscle (Homo sapiens) + …; IANBD-labeled cardiac RTF, Ca2+ fluorescence; inhibition, % at 7.15 µM; 340,000 tested, 0.12% active; AID 493244, 2011;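 active = inhibition above the mean inhibition of all tested compounds plus 3 SD, cut at about 17% in these data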;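 also: assay run at fixed EC70 calcium of 1.6 mM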
Rtt109 Vps75 = inhibitors of C. albicans Rtt109/Vps75 HAT, primary screen, biochemical, ThioGlo CoA-SH fluorescence, plate reader | Histone acetyltransferase RTT109 (Candida albicans (strain SC5314 / ATCC MYA-2876)), … | purified Rtt109/Vps75, 4 h | inhibition, % at 34.9 µM | 330,000 tested, 0.16% active;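 active = inhibition of at least 50% in every replicate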
Target sequence (Q5AAJ8 whole entry, looked up): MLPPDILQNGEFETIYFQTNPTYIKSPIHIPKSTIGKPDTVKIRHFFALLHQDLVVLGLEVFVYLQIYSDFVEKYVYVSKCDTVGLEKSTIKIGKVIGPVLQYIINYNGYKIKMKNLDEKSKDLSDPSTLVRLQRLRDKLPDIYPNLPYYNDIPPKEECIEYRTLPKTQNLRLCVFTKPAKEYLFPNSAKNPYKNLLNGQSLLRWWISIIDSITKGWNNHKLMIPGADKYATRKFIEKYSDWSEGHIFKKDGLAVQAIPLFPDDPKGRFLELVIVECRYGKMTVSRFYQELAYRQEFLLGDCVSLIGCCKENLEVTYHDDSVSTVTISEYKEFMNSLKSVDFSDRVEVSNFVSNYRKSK
CAL PDZ FP-2 = CAL PDZ peptide-binding inhibitors, primary screen, biochemical, fluorescence polarization, Cer-tagged CAL PDZ, HTS; 330,000 tested, 0.02% active; Golgi-associated PDZ and coiled-coil motif-containing protein (Homo sapiens), Q9HD26; purified CAL PDZ, TMR-peptide fluorescence polarization, 1 h; AID 504414, 2011; inhibition, % at 20 µM;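 active = highest replicate inhibition of at least 40%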;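 also: plate controls were DMSO neutral control wells for no effect and unlabeled competitor peptide control wells for full effect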
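Read-out basis: mP drop reported as inhibition | Assay system: Tagged CAL PDZ protein CerCALP, purified | Benchmarks: Unlabelled peptide for full inhibition, DMSO wells as neutral | Schedule: 1 h incubation at room temperature before polarization reading | Buffer or medium: Sodium phosphate/NaCl buffer pH 7.4 with TCEP, IgG, Thesit | Doses: Single point, 20 µM | Measured by: Fluorescence polarization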
PKA-R2B activ = activators of PKA-R2B holoenzyme, primary screen, biochemical, fluorescence polarization, Cy5-IP20, human. PKA-R2B holoenzyme dissociation; R2B truncated from residue 108, S112A mutant; 0% DMSO only, 100% 113 µM cGMP. activation, % at 11.4 µM. 340,000 tested, 0.079% active;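 active = activation above a cutoff set at the mean over all compounds plus 3 SD, cut at about 18% in these data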;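 also: higher means more holoenzyme dissociation and a rise in polarization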
SR-BI uptake up = activators of SR-BI mediated DiI-HDL uptake, primary screen, ldlA[mSR-BI] CHO cells, DiI fluorescence; 3 h; 100 = double the neutral-control signal; activation, % at 12.5 µM; 320,000 tested, 0.096% active;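 active = mean replicate activation of at least 60% and every replicate at or above 60%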;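 also: 0% = median plate neutral-control signal and 100% = twice that signal; values of inactives mirror those of a sister screen read the other way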
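system = CHO ldlA[mSR-BI] cells, LDL receptor-null, SR-BI overexpressing | medium = Ham's F12 with 0.5% BSA, HEPES 25 mM, pH 7.4 | probe or stimulus = DiI-HDL 10 µg/mL | compound dosing = single-point compound dose | incubation = compound exposure 3 h, 37 °C | technique = DiI fluorescence, bottom read | read-out = cell-associated DiI fluorescence as measure of HDL uptake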
* = called active by the depositor; . = not tested or not shown; & = joins results of further samples.

SMILES	Keap1-Nrf2 PPI	LANA DNA inh	DAGLB inhibitor	CAL PDZ FP-1	cardiac RTF act	Cardiac RTF inh	Rtt109 Vps75	CAL PDZ FP-2	PKA-R2B activ	SR-BI uptake up
O=C(COc1c(Cl)cccc1Cl)NN1C(=O)CSC1=S	-1.0	-0.4	2.6	-8.1	-2.2	-10.1	-10.7	-2.3	5.6	6.1
CCC(=O)Nc1ccc2nc(C)n(CC(=O)Nc3ccccc3)c(=O)c2c1	-0.5	-0.2	0.7	-4.3	0.2	-10.4	.	-1.0	3.0	-14.8
CN(CC(=O)NCC1CCCCC1)CC(=O)Nc1ccc(F)cc1	-3.6	-0.1	-1.0	-5.6	-0.2	-0.8	7.6	-1.1	-2.3	36.6
Fc1ccc2cc(-c3ccccc3)ncc2c1	-1.8	-0.7	-12.3	-0.3	-3.4	10.9	-4.0	-0.3	-0.5	-3.0
CCn1c(Cc2ccccc2)nnc1SC(C)C(=O)NC1CC1 (centres undefined)	-2.6	-0.9	-0.8	-4.5	-4.1	-6.7	-4.5	-1.0	2.4	7.2
COc1ccccc1N(CC(=O)N1CCOCC1)S(C)(=O)=O	-5.6	0.3	-2.2	0.0	1.8	1.1	-4.2	0.1	3.4	-1.4
COCc1c(C(=O)OCC(=O)N2CCCC2=O)oc2ccccc12	-0.5	-0.6	-2.1	.	-5.9	-11.4	7.6	-0.3	-2.3	10.8
COc1ccc(NC(=O)CN(C)C(=O)Cc2ccc(S(=O)(=O)N3CCOCC3)s2)cc1	-4.2	-12.5	1.8	-0.1	0.3	-8.8	2.6	0.9	-6.1	4.7
C/C(=N\NC(=O)c1ccc(C(=O)N/N=C(\C)c2ccco2)o1)c1ccco1	-1.4	-1.7	-2.8	-1.8	0.8	2.6	4.8	-2.2	-13.1	-5.1
Cc1ccc(CC2CC(=O)N(c3ccncc3)C2=O)cc1 (centres undefined)	-2.0	-1.0	-0.5	-2.8	2.2	-15.2	-2.9	-1.5	-2.4	16.3
CCSc1ccccc1-c1nc(-c2ccncc2)no1	-5.8	0.7	-5.1	-0.1	-5.6	-9.1	0.5	-2.0	12.6	-40.9
Cc1cc(C)nc(NC(=O)c2cccc(Br)c2)n1	-2.0	-2.2	-0.1	-10.6	-5.2	-0.7	5.1	-0.7	-6.8	29.7
O=[N+]([O-])c1ncccc1OCc1ccc(-c2ccccc2)cc1	-5.3	0.6	-0.8	-2.0	-3.2	8.3	2.6	-2.0	-13.5	-39.0
O=C(O)c1ccccn1	0.5	1.2	1.6	-4.4	-2.1	1.0	-10.5	-0.3	-8.2	2.0
CCCCCCCCC(=O)NC(NC(=S)N1CCOCC1)C(Cl)(Cl)Cl (centres undefined)	-6.2	4.7	-9.2	-0.9	6.6	3.5	0.7	0.4	-3.7	-7.3
CC(C)(C)C(=O)NC1CC2CCCC(C1)N2C(=O)Nc1ccc(Cl)cc1 (centres undefined)	-5.4	2.1	0.1	-3.9	-1.7	-4.8	0.5	-0.8	4.5	8.7
O=C(Nc1cccc(-c2nc3ccccc3[nH]2)c1)c1ccc(C(=O)Nc2cccc(-c3nc4ccccc4[nH]3)c2)cc1	-2.9	-0.6	-2.5	-5.2	-3.5	-5.7	-4.8	-0.7	1.2	17.2
CC(C)(C)c1csc(N/N=C/c2cccnc2)n1	0.4	4.8	-0.5	0.5	-3.8	-1.9	17.2	0.8	1.3	-25.4
Cc1ccc(C)c(N2CCN(C(=O)CCCOc3cc(=O)n(C)c4ccccc34)CC2)c1	-9.4	0.0	-0.9	-3.9	1.5	2.0	-2.0	-1.7	-2.4	-57.9
COC(=O)[C@]1(C)N[C@H](CN(C)C(=O)c2ccc(F)cc2)[C@@H]2C(=O)N(Cc3ccccc3)C(=O)[C@@H]21	1.7	-0.8	-0.6	-5.0	1.1	-2.0	3.6	0.9	16.6	.
Cc1nc2ccccn2c1C(=O)CSc1ccccc1Cl	-0.8	-1.4	-5.3	4.0	-2.4	-5.2	9.6	-3.2	1.6	-9.7
O=C(Cn1c(=O)c2c(ncn2Cc2ccccc2)n(Cc2ccccc2)c1=O)N1CCc2ccccc21	-1.2	-2.2	-3.7	-0.7	-4.0	0.6	-4.4	0.8	-2.4	3.7
O=C(CSc1nc2c(cnn2-c2ccccc2)c(=O)[nH]1)NCC1CCCO1 (centres undefined)	-0.7	0.1	1.6	4.0	-3.8	0.2	-3.3	-0.3	-5.8	8.9
CC1=CC(C)(C)NC(=S)N1c1cccc(C)c1	-3.8&-4.0	1.3&1.3	-0.1&-2.8	3.1&-2.0	-5.9&5.8	-7.4&-9.6	-31.7	-0.1&-1.8	9.2&-3.7	1.5
CCN1C(=O)[C@H]2[C@@H](c3ccc(C)cc3)N3C(=O)N(c4cccc(C)c4)C(=O)[C@@]3(Cc3ccccc3)[C@H]2C1=O	0.9	-0.2	-1.7	-5.6	1.7	-4.8	8.2	-0.6	-14.4	0.9
CC(C)C(=O)NC(=S)Nc1ccccn1	1.4	1.3	-0.1	-1.8	1.5	-4.9	-5.5	0.7	-3.3	12.0
COc1cc(S(=O)(=O)N2CCN(Cc3ccc4c(c3)OCO4)CC2)c(C)cc1C	-0.5	-2.6	-13.0	.	3.1	-2.5	6.0	-0.5	1.6	11.1
CCCCn1c(N)c(N(CCOC)C(=O)CCNC(=O)c2ccccc2Cl)c(=O)[nH]c1=O	4.7	0.0	-1.7	-4.3	2.1	3.7	-17.1	-1.8	0.2	8.3
CCOC(=O)C1CCCN(C(=S)NC2CCCC2)C1 (centres undefined)	-8.0	-1.5	-1.5	-6.1	9.7	-6.0	-11.0	-0.6	3.8	14.0
CC1CCN(Cc2ccc(-c3nn[nH]n3)cc2)CC1	-2.5	5.8	0.7	-19.7	2.8	-8.1	3.0	-9.3	8.4	17.5
CCc1nc2ccccc2c(C(=O)OCC(=O)Nc2ccc(NC(C)=O)cc2)c1C	-6.3	0.2	-0.8	-3.2	2.2	-1.3	3.1	-3.2	-3.9	.
O=C(C[n+]1cc(-c2ccc(Cl)c(Cl)c2)n2c1CCC2)c1cccs1	1.1	-0.9	1.8	.	4.5	0.8	7.7	-2.5	2.0	-14.3
OC(CSc1ccccc1Cl)CN1CCN(c2ccc(F)cc2)CC1 (centres undefined)	2.4	-0.2	-9.3	-4.0	-1.8	-5.3	-5.9	-1.8	-8.3	-9.0
COCc1cc(CN2CCCC(CNC(=O)c3ccc(F)cc3)C2)ccc1OC (centres undefined)	2.4	0.9	0.9	1.8	-2.5	-5.6	7.0	-1.6	0.2	21.5
O=C(CNC(=O)c1ccccc1)OCC(=O)N1N=C(c2ccc(Cl)cc2)CC1c1ccco1 (centres undefined)	0.3	1.8	-3.3	-2.6	-1.6	-3.1	-1.4	-1.8	-8.4	-11.1
CCOc1ccccc1NC(=O)CN(C)S(=O)(=O)c1ccc(OC)c(C)c1	-7.1	-1.4	-3.6	0.3	-10.7	-2.6	-15.5	-3.0	8.4	-13.4
Cc1cc(N2CCC(N(C)C3CCCC3)CC2)nc2cc(O)ccc12	-8.5	-0.6	1.4	.	3.0	-9.8	-10.3	0.2	-5.7	25.4
COc1ccc(S(=O)(=O)CCC(=O)NCCc2ccc(C)cc2)cc1	0.4	-0.1	2.1	.	4.2	-1.2	-3.6	-1.6	4.8	23.6
CN(CCCCOc1ccc(F)cc1)Cc1ccccc1	-2.5	-3.2	-1.7	-1.2	2.3	-15.4	-16.2	-5.5	9.8	19.7
Cc1ccc(/C=C(\NC(=O)c2ccccc2)C(=O)N2CCCCC2)cc1	1.7	0.8	-1.0	-2.0	-2.5	-1.1	1.4	-1.1	-5.8	32.1
CCOc1ccccc1C(=O)NC1CCN(Cc2nnnn2C2CCCC2)CC1	-1.5	-1.9	-0.6	-6.1	0.7	-7.9	-2.1	0.2	-2.2	-3.4
Cc1ccccc1-c1nnc(-c2ccc(Cl)cc2)o1	-0.5	0.4	-18.4	-2.1	-9.4	-1.7	-2.3	-4.1	-4.2	-0.2
Cn1cc(C(=O)NCc2cccs2)c(=O)c2cc(S(=O)(=O)N3CCCC3)ccc21	-3.6	-0.6	0.2	-2.5	0.2	4.6	1.5	-0.8	-2.8	14.3
CCN(CC)c1ncnc2c1nnn2C	-1.8	0.2	0.0	-2.9	-3.5	-6.5	-1.1	-1.5	-8.7	0.8
COc1ccc(S(=O)(=O)N2CCOCC2)cc1NC(=O)/C=C/c1ccccc1	-1.9	2.0	1.8	.	-6.9	-1.8	19.6	-1.9	5.4	-13.4
CCn1c(=O)c(NC(=O)c2ccccc2)c2n(c1=S)CCCCC2	4.8	-0.2	0.8	.	-4.8	5.3	-2.4	-1.9	1.9	13.8
CCOc1ccccc1NC(=O)c1ccccc1N(C)S(C)(=O)=O	-3.6	-2.1	0.6	2.1	-4.1	-2.2	-14.2	-0.4	12.6	10.5
Cc1occc1C(=O)NCc1nc(-c2ccc(Cl)cc2)no1	-1.8	0.3	-2.9	-1.7	-6.2	-3.6	0.1	-3.2	2.1	.
CC(C)(C)c1cc(CCC(=O)NCc2ccncc2)cc(C(C)(C)C)c1O	3.2	0.4	1.7	-4.1	-4.1	-2.5	4.5	-1.1	-3.5	-50.2
CC(C)Oc1ccc(C(=O)NC(=S)Nc2ccc(CN3CCOCC3)cc2)cc1	-11.1	0.9	0.5	-6.3	-1.5	-2.9	5.7	-4.0	-5.7	4.6
